# Screening data: PubChem BioAssay, Broad Institute
# ROS inducer = ROS inducers in U2OS cancer cells, primary screen, cell-based, H2DCF-DA fluorescence. ROS induction (% of piperlongumine), % at 10 µM. U2OS ROS induction. 46,000 compounds, 2% hits; in the data active means ROS induction above about 79%, passing the limit was not always enough; inconclusive means no clear call, values can overlap the other calls;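 further: 0% = DMSO vehicle median and 100% = reference compound median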
# Active calls of the source: *; ? = inconclusive.
SMILES,ROS inducer
C[C@@H]1CCCCO[C@H](CN(C)C(=O)Nc2ccc(C(F)(F)F)cc2)[C@@H](C)CN([C@H](C)CO)C(=O)c2cc(NC(=O)Nc3ccc(C(F)(F)F)cc3)ccc2O1,9
C[C@@H]1CN([C@H](C)CO)C(=O)Cc2cc(NC(=O)CCC(F)(F)F)ccc2O[C@H]1CN(C)S(=O)(=O)c1ccc(F)cc1,-3
Cc1cc(NC(=O)C2CC(c3c(F)cccc3Cl)=NO2)n(-c2ccccc2)n1 (stereo not drawn),7
Cn1c(C2COc3ccccc3O2)n[nH]c1=S (stereo not drawn),1
CS(=O)(=O)N(CC(=O)Nc1ccc(Cl)cc1)c1ccc(F)c(Cl)c1,0
Cc1nc(SCc2csc(C)n2)c2c3c(sc2n1)CCCC3,33
Cc1noc(C)c1S(=O)(=O)N(C)C[C@H]1OCc2cnnn2CCCC(=O)N([C@H](C)CO)C[C@H]1C,10
Cc1ccc(S(=O)(=O)N(C)C[C@@H]2OCCCC[C@@H](C)Oc3ccc(NS(=O)(=O)c4cccs4)cc3C(=O)N([C@H](C)CO)C[C@@H]2C)cc1,42
O=C1N/C(=C/c2ccc(C(F)(F)F)cc2)C(=O)N1c1ccccc1,-3
Cc1ccc(-c2nc3ccccc3s2)cc1NC(=O)COc1ccc([N+](=O)[O-])cc1,-1
Cc1ccc([N+](=O)[O-])cc1NC(=O)CSc1nnnn1-c1ccccc1,6
CCOC(=O)c1c(NC(=O)C(C)n2nc([N+](=O)[O-])c(Br)c2C)sc2c1CCC2 (stereo not drawn),63
S=C(c1cn(Cc2ccccc2)c2ccccc12)N1CCCCC1,5
C[C@@H]1CN([C@H](C)CO)C(=O)Cc2cc(NC(=O)C3CC3)ccc2O[C@H]1CN(C)Cc1ccc(-c2ccccc2)cc1,23
CCOC(=O)C1=CN(c2ccc(C)c(C)c2)C=C(C(=O)OCC)C1c1ccccc1F,96*

# Arranged by molar mass (lowest first): part of the list above.
SMILES,ROS inducer
S=C(c1cn(Cc2ccccc2)c2ccccc12)N1CCCCC1,5
CCOC(=O)C1=CN(c2ccc(C)c(C)c2)C=C(C(=O)OCC)C1c1ccccc1F,96*
CCOC(=O)c1c(NC(=O)C(C)n2nc([N+](=O)[O-])c(Br)c2C)sc2c1CCC2 (stereo not drawn),63
C[C@@H]1CN([C@H](C)CO)C(=O)Cc2cc(NC(=O)CCC(F)(F)F)ccc2O[C@H]1CN(C)S(=O)(=O)c1ccc(F)cc1,-3

# (continued)
SMILES,ROS inducer
CC1=C(C(=O)Nc2ccccc2C)C(c2cccnc2)n2nc(SCc3ccccc3)nc2N1 (stereo not drawn),3
O=C(O)CC(C(=O)OC1CCCCC1)N1CCOCC1 (stereo not drawn),50
C[C@@H]1CN([C@@H](C)CO)C(=O)c2cc(NS(C)(=O)=O)ccc2O[C@H]1CN(C)Cc1ccc(C(=O)Nc2ccccc2N)cc1,-2
O=C(NCc1ccccc1)c1ccccc1,-17
CCC1(C)C(=O)C=C2C(=COC(C)=C2C)C1O (stereo not drawn),5
C[C@@H]1CN([C@H](C)CO)C(=O)Cc2cc(NC(=O)Cc3ccccc3)ccc2O[C@@H]1CN(C)C,14
CC(C)NC(=O)N(C)C[C@@H]1Oc2ccc(NS(C)(=O)=O)cc2CC(=O)N([C@H](C)CO)C[C@H]1C,0
COC(=O)c1cc(OC)c(OC)cc1NC(=O)COc1ccc(Cl)cc1Cl,-5
CC(C)N1C(=O)[C@@]2(Cc3ccccc31)c1ccccc1C(=O)N(C1CCCCC1)[C@H]2c1ccc(CO)cc1,4
Cc1noc(C)c1NC(=O)Nc1ccc2c(c1)CC(=O)N([C@@H](C)CO)C[C@H](C)[C@@H](CN(C)S(=O)(=O)c1cccs1)O2,5
CCOc1ccc(OCCSc2nc(C)cc(=O)[nH]2)cc1,12
CC(C)NC(=O)Nc1ccc2c(c1)C(=O)N([C@H](C)CO)C[C@@H](C)[C@@H](CN(C)C(=O)NC1CCCCC1)O2,2
O=C(CCSc1ccccc1)NCc1ccco1,-5
COc1ccc(-c2cc(C(=O)NCc3cccc(OC)c3)c3ccccc3n2)cc1,1
CCN(CC(=O)Nc1ccccc1OC)S(=O)(=O)c1ccc(C)cc1,14

# 7 compounds picked at random from those above, as already listed:
SMILES,ROS inducer
O=C(CCSc1ccccc1)NCc1ccco1,-5
Cc1ccc([N+](=O)[O-])cc1NC(=O)CSc1nnnn1-c1ccccc1,6
C[C@@H]1CN([C@H](C)CO)C(=O)Cc2cc(NC(=O)CCC(F)(F)F)ccc2O[C@H]1CN(C)S(=O)(=O)c1ccc(F)cc1,-3
CCOC(=O)C1=CN(c2ccc(C)c(C)c2)C=C(C(=O)OCC)C1c1ccccc1F,96*
O=C(O)CC(C(=O)OC1CCCCC1)N1CCOCC1 (stereo not drawn),50
S=C(c1cn(Cc2ccccc2)c2ccccc12)N1CCCCC1,5
CCN(CC(=O)Nc1ccccc1OC)S(=O)(=O)c1ccc(C)cc1,14

# Additional compounds:
SMILES,ROS inducer
CC(C)NC(=O)NCc1c(F)cccc1Cl,16
C[C@H](CO)N1C[C@H](C)[C@H](CN(C)C(=O)Nc2ccc(F)cc2)Oc2c(NC(=O)c3cnccn3)cccc2C1=O,-6
Cc1ccc(OCC(=O)Nc2cc(-c3nc4cc(C)c(C)cc4o3)ccc2C)cc1,-10
C[C@@H]1CN([C@@H](C)CO)C(=O)CCCn2nncc2CO[C@H]1CN(C)Cc1cccc(O)c1,-11
CC(C)n1cc(-c2noc(-c3ccccc3Cl)n2)c(=O)n(Cc2ccccc2)c1=O,6
CC(C)OC(=O)C(C)Oc1ccc2c(=O)c(-c3ccccc3)coc2c1 (stereo not drawn),-8
CNC[C@@H]1OCCCC[C@@H](C)Oc2ccc(NC(=O)Nc3cccc4ccccc34)cc2C(=O)N([C@H](C)CO)C[C@@H]1C,6
COc1ccc(S(=O)(=O)Nc2cccc3c2O[C@H](CN(C)S(=O)(=O)c2ccccc2)[C@@H](C)CN([C@@H](C)CO)C3=O)cc1,-1
CC(C)(C)c1cc(C(=O)Oc2cncc(Cl)c2)cc(C(=O)Oc2cncc(Cl)c2)c1,28
COc1ccc(S(=O)(=O)N(C)C[C@H]2Oc3ccc(NC(=O)Nc4ccc(C(F)(F)F)cc4)cc3CC(=O)N([C@@H](C)CO)C[C@H]2C)cc1,25
COC(=O)c1sc(SC)c(C#N)c1-c1cccc(Cl)c1,1
O=C(Nc1cccc(Cl)c1)Nc1nc(-c2ccc(OC(F)(F)F)cc2)no1,39
COc1cccc(C=C2C(=O)c3ccccc3C2=O)c1OC(C)C,?
COC(=O)c1c(NC(=O)Cn2cc([N+](=O)[O-])cn2)sc2c1CCCC2,5
C[N+]1(C)C2CC(OC(=O)[C@@H](CO)c3ccccc3)CC1C1OC12 (stereo partly drawn),-8
O=C(Cn1ccc([N+](=O)[O-])n1)Nc1cccnc1,-5
C[C@@H]1CN([C@H](C)CO)C(=O)CCCn2nncc2CO[C@H]1CN(C)C(=O)Nc1ccnc(N2CCOCC2)c1,39
COc1ccc(S(=O)(=O)N(C)C[C@@H]2Oc3ccc(NC(=O)CCC(F)(F)F)cc3C(=O)N([C@H](C)CO)C[C@H]2C)cc1,-8
COC(=O)c1cc2ccccc2[nH]1,2
C[C@@H]1CN([C@H](C)CO)C(=O)c2cc(NC(=O)Cn3cnnn3)ccc2O[C@H]1CN(C)Cc1ccc(C(=O)Nc2ccccc2N)cc1,-4
C[C@H](CO)N1C[C@H](C)[C@H](CN(C)Cc2ccc(Cl)c(Cl)c2)Oc2c(NC(=O)Nc3ccccc3)cccc2C1=O,30
COCCOC(=O)N1C(=O)[C@@]2(c3ccccc31)[C@H](C(=O)NC[C@H](O)c1ccccc1)[C@H]1C(=O)O[C@H](c3ccccc3)[C@H](c3ccccc3)N1[C@@H]2c1ccc(O)cc1,41
C[C@@H]1CCCCO[C@@H](CN(C)C(=O)Cc2ccccc2)[C@@H](C)CN([C@H](C)CO)C(=O)c2cc(NS(C)(=O)=O)ccc2O1,0
Cc1ccc(-c2nnc(SCC(=O)Nc3ccccc3OC(F)F)o2)cc1,-7
COc1ccc(OC)c(S(=O)(=O)N2CCC(C(=O)Nc3c(C)cc(C)cc3C)CC2)c1,-1
CNC[C@H]1Oc2c(NC(=O)Nc3c(C)noc3C)cccc2C(=O)N([C@H](C)CO)C[C@H]1C,-7
CC(C)N(C(=O)NC(=O)c1csnn1)C(C)C,?
c1ccc(Cn2ccc3ccccc32)cc1,12
CCOC(=O)c1c(NC(C)=O)nc(SC)n1Cc1ccco1,13
Cn1c(N2C(=O)c3cccc4cccc(c34)C2=O)nc2ccccc21,-2
N#CCCN1CCN(Cc2cc(-c3ccccc3)ccc2O)CC1,-6
C[C@@H]1CN([C@H](C)CO)C(=O)Cc2cc(NC(=O)CCN3CCOCC3)ccc2O[C@H]1CN(C)S(=O)(=O)c1ccccc1,-2
COc1ccc(NC(=O)Nc2ccc3c(c2)C(=O)N([C@H](C)CO)C[C@H](C)[C@H](CN(C)Cc2ccccc2)O3)cc1,9
CCOC(=O)c1c(NC(=O)C2COc3ccccc3O2)sc(C)c1C (stereo not drawn),1
CNC[C@@H]1Oc2ccc(NC(=O)NC3CCCCC3)cc2C(=O)N([C@@H](C)CO)C[C@H]1C,-6
CCOc1ccc(S(=O)(=O)NCC(=O)O)cc1,-4
C[C@H](CO)N1C[C@H](C)[C@H](CN(C)S(=O)(=O)c2ccc(Cl)cc2)Oc2c(NC(=O)C3CC3)cccc2C1=O,4
Cc1ccc(S(=O)(=O)N(C)C[C@@H]2OCCCC[C@@H](C)Oc3ccc(NC(=O)C4CCCCC4)cc3C(=O)N([C@H](C)CO)C[C@@H]2C)cc1,24
S=c1[nH]nc(CSc2nc(-c3ccccc3)cn2-c2ccccc2)n1-c1ccccc1,74
C[C@H]1CN([C@@H](C)CO)C(=O)c2cccc(NC(=O)Nc3ccc(C(F)(F)F)cc3)c2O[C@H]1CN(C)C(=O)Nc1ccccc1,27
C[C@@H]1CN([C@@H](C)CO)C(=O)c2cccc(NC(=O)Nc3ccc(C(F)(F)F)cc3)c2O[C@H]1CN(C)S(=O)(=O)c1cn(C)cn1,13
COc1ccc(NC(=O)CCCn2c(=S)[nH]c3ccccc3c2=O)cc1,5
CCOC(=O)c1c(COC(C)=O)n(C)c2cc(Br)c(OC)cc12,57
Cc1cc(C(=O)Nc2cccc3c2O[C@H](CN(C)S(=O)(=O)c2ccc(F)cc2)[C@@H](C)CN([C@H](C)CO)C3=O)n(C)n1,-8
CCOC(=O)c1sc(/S(C)=N/S(=O)(=O)c2cccc(Cl)c2)c2c1CCC=C2 (stereo not drawn),17
Cc1ccc(N2C(=O)CC(Cc3ccccc3)C2=O)cc1 (stereo not drawn),2
COc1ccc(CN(C)C[C@@H]2Oc3c(NS(=O)(=O)c4ccc(F)cc4)cccc3C(=O)N([C@H](C)CO)C[C@@H]2C)cc1,1
Cc1cc(C)n(-c2ccc(-n3cccc3)cc2)n1,-14
Cc1ccc(S(=O)(=O)Nc2ccc3c(c2)C(=O)N([C@H](C)CO)C[C@H](C)[C@H](CN(C)Cc2ccc(Cl)c(Cl)c2)OCCCC[C@@H](C)O3)cc1,27
C[C@@H]1CN([C@@H](C)CO)C(=O)c2cc(NC(=O)Nc3ccc(F)cc3)ccc2O[C@@H]1CN(C)Cc1ccc(C(F)(F)F)cc1,9
COc1cc(C[C@@]2(O)C(=O)OC[C@@H]2Cc2ccc(OC)c(OC)c2)ccc1O,48
O=C(NCCCN1CCN(c2ccccc2[N+](=O)[O-])CC1)Nc1ccccc1F,7
COC(=O)c1ccc(CSc2nnc(-c3ccncc3)o2)o1,-2
COC(=O)c1cc(NC(=O)C(C)N(c2ccc(C)cc2)S(C)(=O)=O)ccc1Cl (stereo not drawn),-2
CCOC(=O)C1(NC(=S)N2CCOCC2)Sc2cc(C)ccc2NC1=O (stereo not drawn),6
c1ccc(N=C(Nc2ccccc2)Nc2ccccc2)cc1,-14
C[C@H](CO)N1C[C@H](C)[C@H](CN(C)C(=O)Nc2ccccc2)Oc2ccc(NS(=O)(=O)c3ccc(Cl)cc3)cc2C1=O,14
COc1ccccc1CN(C)C[C@H]1OCc2cn(nn2)CCCC(=O)N([C@@H](C)CO)C[C@H]1C,7
C[C@H]1CN([C@@H](C)CO)C(=O)c2cc(NC(=O)CCCN(C)C)ccc2O[C@H]1CN(C)Cc1ccncc1,-4
CCCCCc1cc(OC)c2c(c1C(=O)O)OC(C)(C)C(O)C2 (stereo not drawn),-7

# The final 2 records of the part above lead into the next.
SMILES,ROS inducer
C[C@H]1CN([C@@H](C)CO)C(=O)c2cc(NC(=O)CCCN(C)C)ccc2O[C@H]1CN(C)Cc1ccncc1,-4
CCCCCc1cc(OC)c2c(c1C(=O)O)OC(C)(C)C(O)C2 (stereo not drawn),-7
C[C@@H]1CN([C@H](C)CO)C(=O)c2cc(NC(=O)C3CCCCC3)ccc2O[C@H]1CN(C)C(=O)NC1CCCCC1,-4
CCOC(=O)c1sc(COc2ccc(C3SCCS3)cc2)nc1C,-2
C[C@H]1CN([C@@H](C)CO)C(=O)Cc2cc(NC(=O)Nc3ccccc3)ccc2O[C@@H]1CN(C)S(=O)(=O)c1cn(C)cn1,-4
Cc1[nH]c2ccccc2c1C(=O)CSc1nc2scc(-c3ccco3)c2c(=O)n1-c1ccccc1,-2
C[C@H](CO)N1C[C@H](C)[C@@H](CN(C)Cc2ccc(Cl)c(Cl)c2)Oc2c(NC(=O)c3ccncc3)cccc2C1=O,18
C[C@H](CO)N1C[C@H](C)[C@H](CN(C)C(=O)Nc2cccc3ccccc23)Oc2ccc(N(C)C)cc2CC1=O,5
Cc1noc(C)c1NC(=O)Nc1cccc2c1O[C@@H](CN(C)C)[C@@H](C)CN([C@@H](C)CO)C2=O,-16

# An excerpt; the hit share may differ from the screen's.
